HCMV antiviral = qHTS Assay for inhibitors of the human cytomegalovirus (HCMV); HFF cells, HCMV-luciferase reporter, 72 h; hits give low values; activity change, negative = inhibition, % at 57.5 µM; 4.5% of 410,000 active; in the data active = activity change below about -60%; inconclusive = no clear call, values can overlap the other calls; inactive = above about -39%
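Human foreskin fibroblasts infected with luciferase-reporter HCMV at MOI 1 PFU/cell, compounds at two doses. Luciferase measured 72 h post infection; normalized to buffer-only basal and Salinomycin (10uM) controls.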
Sm TGR inh = qHTS Assay for the Inhibitors of Schistosoma Mansoni Peroxiredoxins | Schistosoma mansoni thioredoxin glutathione reductase (TGR), Q962Y6 | purified TGR, DTNB reduction, TNB absorbance 405 nm | Potency, µM (highest dose often 114 µM), without a hit: at the top dose activity change, negative = inhibition, most hits filed as inhibitors | 3% of 360,000 active | AID 485364, 2010; note: potency is the fitted concentration of half-maximal effect; nearly all actives have a fitted effect of over 60% in size
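TGR 20 nM + NADPH 100 uM (dispensed conc.), cpd preinc 15 min RT; start with NADPH (500 uM addition) then DTNB (15 mM addition). Kinetic TNB absorbance, 405 nm filter. Four-parameter Hill fit across titration.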
AmpC inh detg = qHTS Inhibitors of AmpC Beta-Lactamase (assay with detergent). 0.041% of 370,000 active. P00811. AmpC hydrolysis of nitrocefin, absorbance 480 nm, 0.01% Triton. Potency, µM (series often up to 114 µM), for the others: at the top dose activity change, negative = inhibition, hits mostly inhibitors;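 note: potency is the fitted concentration of half-maximal effect; 0% = no-compound wells and -100% = no-enzyme wells; nearly all actives have a fitted effect of over 25% in size; some results filed as inactive show a strong effect at the top dose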
Target sequence (P00811 whole entry, looked up): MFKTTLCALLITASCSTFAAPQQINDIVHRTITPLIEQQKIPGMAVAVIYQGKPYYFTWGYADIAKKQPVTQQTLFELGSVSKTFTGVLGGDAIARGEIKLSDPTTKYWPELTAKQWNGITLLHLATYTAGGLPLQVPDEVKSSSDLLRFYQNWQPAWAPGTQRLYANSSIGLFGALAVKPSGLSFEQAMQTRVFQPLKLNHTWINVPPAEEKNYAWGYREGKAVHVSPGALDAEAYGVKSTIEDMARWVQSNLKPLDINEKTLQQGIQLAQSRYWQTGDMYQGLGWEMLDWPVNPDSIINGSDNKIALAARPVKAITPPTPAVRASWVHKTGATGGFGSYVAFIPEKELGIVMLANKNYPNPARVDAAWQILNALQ
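AmpC (5.3 nM in the dispensed reagent) in 20 mM phosphate pH 7.0 with 0.01% (detergent screen) or 0.0001% Triton X-100 was preincubated with compounds for 15 min at room temperature. Nitrocefin was then added from an 800 uM solution, and hydrolysis was followed at 480 nm.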
AmpC no deterg = qHTS Inhibitors of AmpC Beta-Lactamase (assay without detergent). AmpC nitrocefin hydrolysis, absorbance 480 nm, 0.0001% Triton. Potency, µM (doses to about 57.1 µM), for the others: at the highest dose activity change, negative = inhibition, usual class: inhibitors. P00811. 0.52% of 330,000 active. AID 485341, 2010;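 note: potency is the fitted concentration of half-maximal effect; plate controls were no compound for no effect and no enzyme for full effect; nearly all actives have a fitted effect of over 20% in size; some results filed as inactive show a strong effect at the top dose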
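20 mM phosphate pH 7.0 + 0.01% (detergent screen) or 0.0001% Triton X-100; 5.3 nM AmpC reagent; cpd preinc 15 min RT; nitrocefin (800 uM stock) to start; A480 q20 s × 4 min; Activity was normalised to no-enzyme and no-compound control wells.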
AMA1-RON2 inh = qHTS for Inhibitors of AMA1-RON; Towards Development of Antimalarial Drug Lead: Primary Screen. Plasmodium falciparum AMA1 (3D7) - RON2 peptide interaction. AlphaScreen AMA1-biotinylated RON2 peptide binding. Potency, µM (titrated, usually from 58.2 µM), for inactives: top-dose activity change, negative = inhibition, usual class: inhibitors. 0.2% of 360,000 active. AID 720542, 2013;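 note: potency is the fitted concentration of half-maximal effect; 0% = vehicle wells and -100% = peptide control; nearly all actives have a fitted effect of over 45% in size; some results filed as inactive show a strong effect at the top dose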
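AMA1 (3D7) with his tag at 25 nM final met compounds first, then biotinylated RON2 peptide at 25 nM; detection used donor plus acceptor beads, 10 µg/mL apiece, read by AlphaScreen after 30 min at room temperature.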
Giardia FBPA inh = qHTS Assay for Inhibitors of Fructose-1,6-bisphosphate Aldolase from Giardia Lamblia | Potency, µM (doses to about 59.6 µM), for the others: top-dose activity, negative = inhibition, hits mostly inhibitors | AID 2451, 2010 | purified Giardia FBPA | A8B2U2 | 0.71% of 290,000 active; note: potency is the fitted concentration of half-maximal effect; nearly all actives have a fitted effect of over 55% in size
Target sequence (A8B2U2 whole entry, looked up): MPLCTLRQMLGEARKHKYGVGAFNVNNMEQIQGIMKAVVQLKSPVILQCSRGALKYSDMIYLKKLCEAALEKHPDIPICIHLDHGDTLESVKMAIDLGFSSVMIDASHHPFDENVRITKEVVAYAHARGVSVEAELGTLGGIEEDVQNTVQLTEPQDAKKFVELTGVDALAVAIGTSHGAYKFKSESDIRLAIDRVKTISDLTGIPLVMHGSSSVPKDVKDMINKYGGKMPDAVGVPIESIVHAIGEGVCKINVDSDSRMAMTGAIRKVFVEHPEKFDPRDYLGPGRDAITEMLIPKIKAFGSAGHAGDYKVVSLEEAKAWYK
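Giardia FBPA (40 nM reagent) was preincubated 10 min at RT with compound (up to 57.5 uM final), then substrate plus GAPDH/TPI/NAD/arsenate coupling system with diaphorase/resazurin was added; resorufin fluorescence (525/598 nm) was read after 20 min.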
* = called active by the depositor; ? = inconclusive; . = not tested or not shown; [ ] = dose if it differs, or a comment. Unless noted, calls come from the whole dose curve; as a rule, active = well fitted curve in the direction sought with a large enough effect; inconclusive = small, poorly fitted or top-dose-only effect, or another doubt; inactive = no such curve, though single readings can be large; an effect the other way counts as inactive or inconclusive. Unless noted, % is set by controls: 0 for no effect and ±100 for the full control effect. Not a hit list; 7.8% or so of the library scored in one or more.

Under each structure – HCMV antiviral | Sm TGR inh | AmpC inh detg | AmpC no deterg | AMA1-RON2 inh | Giardia FBPA inh
COC(=O)c1ccc(NC(=O)CN2C(=O)NC3(CCC(C)CC3)C2=O)cc1 (centres undefined)
 : 0 | . | . | -12% | -8% | .
CC1CCN(C(=O)C2COc3ccccc3O2)CC1 (centres undefined)
 : -37 | -1% | -11% | 3% | -1% | .
CCN1C(=O)C(=O)N(CC(=O)N2CCC(C)Sc3ccccc32)C1=O (centres undefined)
 : -29 | 32% | 1% | -13% | 0% | .
Cc1nc(SCC(=O)Nc2c(C)n(C)n(-c3ccccc3)c2=O)[nH]c(=O)c1Cc1ccccc1
 : -4 | 0% | -19% | -9% | 37%[activator] | -6%
O=C(OCc1cncs1)c1ccccc1
 : 19 | 24% | -5% | -8% | 4% | 3%
Cc1ccc(CC(=O)N2CC(C)OC(C)C2)cc1 (centres undefined)
 : 38 | 4% | -3% | -21% | 46% | 1%
CN(C)S(=O)(=O)c1ccc(NC(=S)NC(=O)c2ccc(Br)o2)cc1
 : ? | ? | -3% | -52% | . | 16µM*
c1ccc(CCc2nn3c(Cn4nnc5ccccc54)nnc3s2)cc1
 : 15 | -8% | ? | 8% | 23% | 9%
COc1cc(/C=C(/NC(=O)c2ccc(Cl)cc2Cl)C(=O)O)cc(OC)c1OC
 : 18 | 6% | ? | -3% | 7% | 2%
CCC(=O)Nc1cccc(-c2nc3ccccc3c(=O)o2)c1
 : -9 | 6% | 4% | -18% | 4% | 4%
NS(=O)(=O)c1ccc(CNC(=O)CCSCCC(=O)NCc2ccc(S(N)(=O)=O)cc2)cc1
 : 16 | 1% | 5% | -19% | -9% | 0%
COc1ccc2sc(N(CCCN(C)C)C(=O)c3ccc(S(=O)(=O)N(C)Cc4ccccc4)cc3)nc2c1
 : -36 | 0% | ? | ? | ? | .
CC1CC(C)CN(C(=O)/C(=C\c2ccccc2)c2ccccc2)C1 (centres undefined)
 : ? | -5% | -6% | 0% | -8% | 8%
CC(C)CN1CCN(Cc2nc3ccccc3s2)CC1CCO (centres undefined)
 : -4 | -17% | -1% | 5% | 7% | 0%
Cc1c(CCO)c(=O)n(C)n1C(=O)c1ccc(F)cc1
 : -6 | 2% | 4% | -41% | -7% | 0%
COCCCNC(=O)CCn1c(=O)c2ccccc2n(Cc2cccc([N+](=O)[O-])c2)c1=O
 : -28 | -6% | 3% | -8% | 7% | 16%
O=C(N/C(=C/c1ccc(Br)cc1)C(=O)N1CCCCC1)c1ccccc1F
 : 11 | 1% | 1% | 110%[activator] | -5% | .
CCCc1oc2ccc(NS(=O)(=O)c3ccc(OCC)cc3)cc2c1C(=O)OCC
 : -65* | 26% | 11% | . | . | .
CCOC(=O)c1ccc(NC(=S)N2CCSC2c2ccc(Br)cc2)cc1 (centres undefined)
 : -61* | -3% | -12% | -53% | 22% | -6%
CCc1cc(C(=O)c2ccccc2)c(N)s1
 : -19 | -5% | 6% | -25% | 0% | 2%
Nc1nonc1C(=O)NCCNCc1ccccc1
 : -19 | -2% | -11% | -4% | 8% | 4%
CS(=O)(=O)N(CC(=O)N1CCCCCC1)c1ccccc1
 : 7 | -15% | -4% | -15% | -17% | 3%
Cc1nnsc1S(=O)(=O)Cc1ccccc1C(F)(F)F
 : -28 | -5% | -3% | -4% | 1% | -9%
CCNc1nc(NC(C)C)nc(OCC)n1
 : -12 | -25% | -7% | -9% | 4% | 5%
COc1cccc(CC(=O)Nc2c(C(=O)N3CCN(c4ccccc4F)CC3)oc3ccccc23)c1
 : 11 | 5% | 26% | . | . | .
CCn1c(SCC(=O)N/N=C/c2ccc(OC)c(OC)c2)nc2ccccc21
 : 11 | 0% | 1% | 2% | 0% | -4%
CC(=O)N/N=C/c1c(C)[nH]n(-c2ccccc2)c1=O
 : 6 | 6% | 5% | -25% | 65%[activator] | 16µM*
CCOc1ccc(CCNC(=O)c2ccc3c(=O)n4c(nc3c2)CCCCC4)cc1
 : -8 | -2% | -9% | 35% | -1% | 3%
CCOC(=O)CNC(=O)c1ccc(Br)s1
 : 0 | 6% | -11% | -3% | -9% | 7%
CNC(=S)N/N=C/c1cn(Cc2ccc(C)cc2)c2ccccc12
 : 16 | -1% | -2% | -7% | 17% | -3%
COc1ccccc1-c1noc2ncnc(Nc3ccccc3C)c12
 : -40 | 3% | -10% | -22% | 17% | -1%
COC(=O)C(O)(c1ccc(NC(=S)NC(=O)c2ccccc2)cc1)C(F)(F)F (centres undefined)
 : -20 | 28µM* | -15% | -22% | 28% | -23%
CC(/C=N/NC(=O)c1nnn(-c2nonc2N)c1C(C)C)=C\c1ccccc1
 : -32 | 10% | -6% | -38% | 12% | -1%
Cc1nnc(N2C(=O)c3oc4ccccc4c(=O)c3C2c2ccco2)s1 (centres undefined)
 : -6 | -22% | -13% | -4% | -11% | 5%
COc1ccc(C(=O)Nc2cccc(-c3csc(C)n3)c2)cc1S(=O)(=O)N1CCCC1
 : -12 | -7% | -9% | 73%[activator] | -1% | .
O=C(CCOc1ccccc1)N(Cc1cccnc1)c1nc2ccc(Cl)cc2s1
 : -5 | ? | 3% | . | . | .
CCCCN(C(=O)c1ccc(N(C)S(=O)(=O)c2ccc(C)cc2)cc1)c1c(N)n(CCC)c(=O)[nH]c1=O
 : 61 | -5% | 3% | -21% | -16% | .
C=CCN(c1ccccc1C(=O)NCC(=O)O)S(=O)(=O)c1ccccc1C
 : -2 | 0% | 2% | -16% | -6% | 3%
COC(=O)CSc1cc([N+](=O)[O-])cc2c1c(C1OCCO1)nn2-c1ccccc1
 : 3 | -3% | -17% | -5% | -14% | -2%
CCc1nnc(NC(=O)CN2CCN(C(=O)c3ccccc3)CC2)s1
 : 4 | -1% | -2% | -11% | 12% | -2%
Cn1cc(-c2cc3n(n2)CCC(=O)N3CCCC(=O)NCc2ccc(F)cc2)c2ccccc21
 : 5 | -3% | ? | . | . | .
O=[N+]([O-])c1ccc(-c2nc(=S)c3c(o2)CCCC3)cc1
 : -101* | ? | ? | -12% | 4%[11.6 µM] | -6%
Cc1ccc(C(=O)NC(=S)Nc2cccc(NC(=O)c3ccccc3)c2)cc1[N+](=O)[O-]
 : -33 | -26% | 3% | -20% | 29% | 1%
CCc1cccc(NC(=S)N(CCCOC(C)C)C2CCN(C(C)=O)CC2)c1
 : -19 | 10% | -3% | 100%[activator] | 0% | 5%
COC(=O)/C=C1\SC(N)=NC1=O
 : -26 | -6% | -2% | 2% | -15% | 2%
Cc1ccc(-c2cc(C(F)F)n3ncc(C(=O)N4CCc5ccccc5C4)c3n2)cc1
 : -25 | 0% | -3% | 83%[activator] | -3% | 4%
CCOc1ccc(CNC(=O)C2CCN(S(=O)(=O)c3cn(C)cn3)CC2)cc1
 : 7 | 3% | 14% | . | . | .
C/C(=N\NC(=O)c1c(C)nc2ccccn12)c1ccc(N2CCOCC2)cc1
 : -2 | 0% | 3% | -20% | 14% | -5%
CSc1cccc(NC(=O)CCNS(=O)(=O)c2ccc3[nH]c(=O)oc3c2)c1
 : -23 | 2% | -7% | -32% | -2% | .
O=C(Nc1ccccc1C(F)(F)F)NC1CCCCCCC1
 : 25 | 22% | -4% | -16% | 2% | 0%
Cc1nnc2c(NC(C)C)nc3ccccc3n12
 : -13 | -10% | -10% | -3% | 1% | -2%
Cc1cc(C)n(CC(=O)n2c(C)c(C)c3ccccc32)n1
 : 41 | -3% | -13% | -3% | -1% | -5%
CCOC(=O)N1CCC(NC(=O)CCN2C(=O)C3C4C=CC(C4)C3C2=O)CC1 (centres undefined)
 : -11 | 9% | 0% | -15% | -1% | 4%
O=C(Cn1nnc2ccccc2c1=O)NC1CCCc2ccccc21 (centres undefined)
 : -39 | -10% | 1% | -33% | 18% | 1%
CCOC(=O)c1cnc(SC2CC(=O)N(c3ccc(OC)c(OC)c3)C2=O)nc1N (centres undefined)
 : 40 | ? | 1% | -18% | 11% | -8%
Cc1ccc(N2C(=O)c3ccccc3C2=O)cc1
 : ? | -1% | -6% | -5% | 15% | 4%
O=C(NCc1ccccn1)c1ccc(Br)s1
 : 37 | -8% | -4% | -8% | 58%[activator] | 1%
COc1c(C)cc(Br)cc1C(=O)O
 : -22 | 7% | -7% | -14% | 12% | 1%
CSc1nc(-c2ccc(Cl)cc2)nn1S(=O)(=O)c1ccccc1
 : 62 | 0% | -3% | -30% | -6% | 7%
COCCn1c(SCc2cc(=O)n3cc(C)ccc3n2)nc2ccccc2c1=O
 : . | -1% | 0% | -18% | . | -2%

A section from further up, for reference:
Under each structure – HCMV antiviral | Sm TGR inh | AmpC inh detg | AmpC no deterg | AMA1-RON2 inh | Giardia FBPA inh
Cc1nnc2c(NC(C)C)nc3ccccc3n12
 : -13 | -10% | -10% | -3% | 1% | -2%
Cc1cc(C)n(CC(=O)n2c(C)c(C)c3ccccc32)n1
 : 41 | -3% | -13% | -3% | -1% | -5%
CCOC(=O)N1CCC(NC(=O)CCN2C(=O)C3C4C=CC(C4)C3C2=O)CC1 (centres undefined)
 : -11 | 9% | 0% | -15% | -1% | 4%
O=C(Cn1nnc2ccccc2c1=O)NC1CCCc2ccccc21 (centres undefined)
 : -39 | -10% | 1% | -33% | 18% | 1%
CCOC(=O)c1cnc(SC2CC(=O)N(c3ccc(OC)c(OC)c3)C2=O)nc1N (centres undefined)
 : 40 | ? | 1% | -18% | 11% | -8%
Cc1ccc(N2C(=O)c3ccccc3C2=O)cc1
 : ? | -1% | -6% | -5% | 15% | 4%
O=C(NCc1ccccn1)c1ccc(Br)s1
 : 37 | -8% | -4% | -8% | 58%[activator] | 1%
COc1c(C)cc(Br)cc1C(=O)O
 : -22 | 7% | -7% | -14% | 12% | 1%
CSc1nc(-c2ccc(Cl)cc2)nn1S(=O)(=O)c1ccccc1
 : 62 | 0% | -3% | -30% | -6% | 7%
COCCn1c(SCc2cc(=O)n3cc(C)ccc3n2)nc2ccccc2c1=O
 : . | -1% | 0% | -18% | . | -2%

(continued)
Under each structure – HCMV antiviral | Sm TGR inh | AmpC inh detg | AmpC no deterg | AMA1-RON2 inh | Giardia FBPA inh
CC1SC(C)C(=O)N(CC(=O)NC2CCCCC2)C1=O (centres undefined)
 : -27 | 3% | 3% | 1% | -6% | 5%
CCOc1ccc(NC(=O)c2cc(F)c(F)cc2Cl)cc1OCC
 : -98* | -1% | 5% | -3% | 18% | 0%
C=CCSc1ccc(S(=O)(=O)N2CCN(C)CC2)cn1
 : -11 | -7% | -17% | -3% | -5% | .
O=C(Cn1c(=O)nc(-c2ccccc2)c2ccccc21)Nc1cccc(C(F)(F)F)c1
 : 66 | -2% | 2% | . | . | .
